S3 lipid droplet – qHTS Assay for Lipid Storage Modulators in Drosophila S3 Cells | Drosophila S3 cells, BODIPY lipid droplet fluorescence, 18-24 h; cells fed with added oleic acid | Potency in µM for hits, for the others lipid storage change, negative = inhibition, % at the top dose, mostly 46.1 µM | actives 0.64% (n = 320,000) | AID 2685; active = well fitted inhibition curve with a large enough effect in the signal ratio, with a control signal flat, not every such curve was filed as active; inconclusive = small, poorly fitted or top-dose-only effect, or effect the other way, or a change in a side signal; the % refers to the signal ratio
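Laser-scanning cytometry quantifies lipid droplet accumulation (500–530 nm total intensity; droplet/cell object ratio) in oleic acid-fed (400 uM added) Drosophila S3 cells treated with a concentration series. 20 uM Triacsin C defined 100% inhibition.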
S3 lipid droplet cell count max – second read-out of S3 lipid droplet, no call of its own (marks repeat the call); cell number change, %; measured here: cell count max response;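 cells counted by Cell Tracker Red CMTPX staining in the red channel; peak over a dose series mostly up to 46.1 µM; percent activity relative to internal control wells on each plate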
Starred values were filed as active, the others as inactive; i = inactive; ? = inconclusive; . = no result given. % is scaled to controls: 0 for no effect and ±100 for the full control effect; potency is read from the fitted curve at half-maximal effect.

S3 lipid droplet,S3 lipid droplet cell count max,SMILES
?,.,COc1ccc(CNC(=O)CN2C(=O)COc3ccc(S(=O)(=O)N4CCOCC4)cc32)cc1
?,.,CCOc1cc(C(=O)Nc2ccc(S(=O)(=O)N3CCCCC3)cc2)ccc1OCC(=O)N1CCOCC1
?,.,Nc1ccc(-c2c3ccc(=O)cc-3oc3cc(O)ccc23)cc1C(=O)O
?,.,CCCSc1cc(N2CCN(C)CC2)nc(-c2ccc(OC)cc2)n1
-6%,0,CCOP(=O)(c1ccc(N(C)C)cc1)C(O)c1ccccc1F (centres undefined)
?,.,O=C(NC1CC1)C1=C[C@H](c2ccc(C(F)(F)F)cc2)C[C@H](OCc2ccc(CO)cc2)O1
22%,4,COc1ccc(S(=O)(=O)N2CCOCC2)cc1NC(=O)COC(=O)C1=COCCO1
?,.,CCN(CC)c1ccc(S(=O)(=O)N2CCOCC2)cc1NC(=O)CSc1ccccc1
?,.,CSc1sc(-c2ccnc(SCCS(C)(=O)=O)n2)c(-c2ccccc2)c1C#N
?,.,CN(C(=O)COC(=O)c1ccccc1Nc1ccccc1)c1c(N)n(Cc2ccccc2)c(=O)[nH]c1=O
i,3,CCN(CC)S(=O)(=O)c1cccc(C(=O)Nc2ccccc2C(=O)N2CCOCC2)c1
-7%,-16,CNS(=O)(=O)c1cc(OC)c(OC)cc1CC(=O)OC

Reprinted at random: five compounds from above.
S3 lipid droplet,S3 lipid droplet cell count max,SMILES
-6%,0,CCOP(=O)(c1ccc(N(C)C)cc1)C(O)c1ccccc1F (centres undefined)
?,.,CN(C(=O)COC(=O)c1ccccc1Nc1ccccc1)c1c(N)n(Cc2ccccc2)c(=O)[nH]c1=O
i,3,CCN(CC)S(=O)(=O)c1cccc(C(=O)Nc2ccccc2C(=O)N2CCOCC2)c1
?,.,Nc1ccc(-c2c3ccc(=O)cc-3oc3cc(O)ccc23)cc1C(=O)O
22%,4,COc1ccc(S(=O)(=O)N2CCOCC2)cc1NC(=O)COC(=O)C1=COCCO1

The list goes on.
S3 lipid droplet,S3 lipid droplet cell count max,SMILES
3%,1,CCc1nc(NCCC(C)C)c(C#N)c2c1CCCC2
10%,-1,N#Cc1cccc(S(=O)(=O)NCC(=O)NCc2ccc3c(c2)OCO3)c1
i,-28,CNC(=O)C(=O)NCC(c1cccs1)S(=O)(=O)c1ccc(F)cc1 (centres undefined)
i,-29,CC1CCCCC1NCC(=O)NCc1ccc(F)cc1 (centres undefined)
i,-32,CCSc1nc(C)nc2c1oc1ccccc12
?,.,O=c1cnnc(Nc2ccc(Cl)c(C(F)(F)F)c2)[nH]1
25%,7,Cc1ccc(S(=O)(=O)N(C#N)c2nc(C)cc(C)n2)cc1
i,.,O=C(c1ccncc1)N1CCN(S(=O)(=O)c2cccc(Cl)c2)CC1
-6%,4,Cc1noc(NS(=O)(=O)c2ccc(NC(=O)c3oc4ccc(Cl)cc4c3C)cc2)c1C
7%,-17,COC(=O)c1ccc(C2CC(=O)NC3=C2C(=O)CCC3)cc1 (centres undefined)
-15%,-1,O=C(NNc1nc2c(F)cccc2s1)c1cc(=O)c2ccccc2o1
?,.,O=C(COC(=O)c1ccc(S(=O)(=O)N2CCc3ccccc3C2)cc1)NC1CCS(=O)(=O)C1 (centres undefined)
?,.,O=C(CSc1nc(-c2ccccc2)cc(C(F)(F)F)n1)NCc1ccco1
i,-13,COc1ccc(CN2C(=NC(=O)C3CC3)SC3CS(=O)(=O)CC32)cc1OC (centres undefined)
?,.,Cc1ccccc1Nc1nc(N)nc(CSc2nncn2C)n1
?,.,O=C(CNC(=O)c1ccc(Br)o1)Nc1ccc(N2CCCCCC2)cc1
?,.,Cn1c(=O)[nH]c(=O)c2[nH]c(CN3CCN(C(=O)c4ccco4)CC3)nc21
?,.,CCC(C)Sc1nc2c(c(=O)[nH]1)C(c1cccs1)C1=C(CCCC1=O)N2 (centres undefined)
6%,18,CCOc1cc2c(C)cc(=O)oc2cc1Cl
2%,3,CCOC(=O)c1c(C)c(C(=O)NCc2ccco2)c(C)n1CC
7%,-10,O=C1C2Sc3[nH]c(=O)sc3C(c3ccccc3)C2C(=O)N1c1ccccc1 (centres undefined)
?,.,Cc1ccc(S(=O)(=O)N2CCOCC2)cc1C(=O)c1nccn1C
?,.,CCOc1ccc(-c2cc(C(=O)OC)[nH]n2)cc1
?,.,Cc1cccc(CN2CCN(Cc3ccc4nonc4c3)CC2CCO)n1 (centres undefined)

An excerpt from above in order of their number in S3 lipid droplet cell count max, descending:
S3 lipid droplet,S3 lipid droplet cell count max,SMILES
6%,18,CCOc1cc2c(C)cc(=O)oc2cc1Cl
2%,3,CCOC(=O)c1c(C)c(C(=O)NCc2ccco2)c(C)n1CC
7%,-10,O=C1C2Sc3[nH]c(=O)sc3C(c3ccccc3)C2C(=O)N1c1ccccc1 (centres undefined)
i,-13,COc1ccc(CN2C(=NC(=O)C3CC3)SC3CS(=O)(=O)CC32)cc1OC (centres undefined)

(next part)
S3 lipid droplet,S3 lipid droplet cell count max,SMILES
?,.,CCN(CC(=O)NCCN1CCOCC1)S(=O)(=O)c1ccc(F)cc1
-6%,3,CC(C)N1C(=O)C2(OCCCO2)c2cc(Br)ccc21
i,-12,COCC1CCN(C(=O)c2cc(COc3cccc4cnccc34)on2)CC1
?,.,CC(C)CCNc1nc(N)c([N+](=O)[O-])c(N2CCCCCC2)n1
15%,9,COc1cccc(NC(=O)CN2CCN(c3ccc(F)cc3)CC2)c1
-8%,-8,O=C(O)CCC(=O)N1N=C(c2c(-c3ccccc3)c3cc(Cl)ccc3[nH]c2=O)CC1c1ccccc1 (centres undefined)
-13%,21,COc1ccc(CCNC(=O)C2CCCN(Cc3nc(-c4ccccc4C)oc3C)C2)cc1OC (centres undefined)
?,.,CCN1CC2([N+](=O)[O-])C=CC(=O)C([N+](=O)[O-])(C1)C2CC(=O)c1ccccc1 (centres undefined)
-4%,-15,Cn1cccc1Cc1nnc(SCC(=O)Nc2nccs2)n1CCc1ccccc1
-6%,-8,COC(=O)CNC(=O)Cn1ccc2ccccc2c1=O
-1%,10,O=C(COc1ccccc1)N/N=C/c1sc(=O)n(Cc2cccc(C(=O)O)c2)c1Cl
11%,-12,CCOC(=O)N1CCN(C(=O)c2c[nH]c3ccc(S(=O)(=O)N(C)c4ccc(OCC)cc4)cc3c2=O)CC1
?,.,COCCn1c(SCC(=O)c2c(N)n(C3CC3)c(=O)[nH]c2=O)nnc1-c1cccc(C)c1
?,.,CC(=O)c1ccc(NC(=O)/C(=C\c2ccccc2)NC(=O)/C=C/c2ccccc2)cc1
i,-4,CC1(C)CC(NC(=O)c2cc(S(=O)(=O)N3CCOCC3)c(Cl)cc2Cl)CC(C)(C)N1
5%,-1,CCCCNC(=O)C1c2cc(OC)c(OC)cc2C(=O)N(C)C1c1cccs1 (centres undefined)
19%,27,O=C(CSc1ccc2ccccc2n1)NCc1ccc2c(c1)OCO2
?,.,O=C(CN1CCc2ccccc2C1)Nc1cccc(S(=O)(=O)N2CCCC2)c1
17%,18,Cc1ccc(S(=O)(=O)Oc2ccc(/C=N/NC(=O)c3cccnc3)cc2)cc1
?,.,Cc1ccc(CC(=O)NC(C)CCc2ccccc2)cc1 (centres undefined)
?,.,Cc1ccc2nc(NC(=O)C3CCCN(S(=O)(=O)c4cnc[nH]4)C3)sc2c1 (centres undefined)
-4%,0,Cc1ccccc1NC(=O)Cn1nc(-c2ccccc2)nc1-c1ccccc1
?,.,CCCC(=O)NNc1cc(=O)c2c(=O)n(C)c(=O)n(C)c2[nH]1
-10%,2,CCCOc1ccc(C(=O)NNC(=S)NC(=O)c2cc(-c3ccc(Cl)cc3)nc3ccccc23)cc1
i,-8,Cc1cc2c3c([nH]c2cc1S(=O)(=O)N1CCC2(CC1)OCCO2)CC(C)(C)CC3=O
-12%,.,Cc1ccccc1OCC(=O)Nc1ccc2c(c1)Cc1ccccc1-2
0%,12,C/C(=C/C=N/Nc1nc(N2CCCCC2)nc(N2CCCCC2)n1)c1ccccc1
5%,17,O=C(O)CNC(=S)N(Cc1ccccc1Cl)C1CCCC1
i,.,CS(=O)(=O)N(CCc1ccccc1)CC(=O)N1CCN(c2ccccc2F)CC1
-7%,-15,Cc1nc(Nc2cccc(F)c2)c2oc3ccccc3c2n1
i,3,CN(C)S(=O)(=O)c1cccc(NC(=O)C2Cc3ccccc3CN2C(=O)c2ccco2)c1 (centres undefined)
?,.,CCOCC(O)CS(=O)Cc1ccccc1 (centres undefined)
?,.,CCN(CC(=O)Nc1c(F)cccc1F)C(=O)Cc1csc(-c2ccc(OC)c(OC)c2)n1
-5%,-8,Cc1ccc(-c2csc(C3=C(O)CN(NC(=O)c4ccco4)C3=N)n2)cc1
?,.,COc1cc2c(cc1NC(=O)c1cncc(Br)c1)oc1ccccc12
3%,6,Cc1c(C#N)c(NC(=O)CCl)n(Cc2ccc(F)cc2)c1C
?,.,CN1CCc2c(sc(N)c2C(=O)O)C1
?,.,CCN(CC)S(=O)(=O)c1cc(C(=O)OCC(=O)Nc2c(F)cccc2F)ccc1F
21%,-3,CN(C)c1ccc(NC(=O)CSc2nc3ccccc3c(=O)n2C2CCCCC2)cc1
?,.,O=C(NCCC1=CCCCC1)C1CCN(Cc2cnn(-c3ccccc3)c2-n2cccc2)CC1
12%,11,Nc1nncn1C(=O)c1ccc(Cl)cc1Cl
?,.,CC(C)(C)C1CCC2(CC1)NC(CO)(CO)CO2 (centres undefined)
?,.,Cn1c(COc2ccc3ccccc3c2)nnc1SCC(=O)OC1CCCCC1
?,.,COc1cccc(NC(=O)NC2CCN(CC(=O)Nc3ccccc3[N+](=O)[O-])CC2)c1
?,.,COc1ccccc1C(=O)Nc1c[nH]c(=O)[nH]c1=O
?,.,O=C(NNC(=O)c1sccc1-n1cccc1)c1ccccc1
-2%,8,CC(C)(C)C1C=C(Sc2ccccc2)C(=O)O1 (centres undefined)
-6%,7,Cn1c(C(F)(F)F)nc2c(=O)oc3ccccc3c21
14%,-1,CCN1C(=O)c2ccccc2S(=O)c2ccc(C(=O)NCc3ccccn3)cc21 (centres undefined)
?,.,Cc1nc2sc(C(c3ccco3)N3CCN(c4ccccc4F)CC3)c(O)n2n1 (centres undefined)
?,.,S=C(NCc1ccco1)NCc1ccccc1Cl
-2%,12,O=C1c2ccccc2C(O)N1Cc1ccc2c(c1)OCO2 (centres undefined)
?,.,COc1cc(NC(=O)C2CCC(CNc3c(N4CCC(C)CC4)c(=O)c3=O)CC2)cc(OC)c1 (centres undefined)
3%,-2,CC(C)NC(=O)c1ccccc1NC(=O)CCc1ccccc1
?,.,CC1CCN(S(=O)(=O)c2ccc(NC(=O)CN3CCOCC3)cc2)CC1
-11%,-11,O=C(Nc1ccccc1-c1nc2ccccc2[nH]1)c1ccc(N2C(=O)CCC2=O)cc1
-4%,.,CC(=O)Nc1ccc(-n2nnnc2SCC(=O)N2CCN(C(=O)c3ccco3)CC2)cc1
25%,.,CCN(CC(=O)NCc1cccs1)C(=O)c1ccc(OC)c(OC)c1
?,.,CCOC(=O)c1cc2occc2n1CC(=O)NC1CCC(C)CC1 (centres undefined)
?,.,CCn1c(SCC(=O)NNC(=O)c2ccc(C)cc2)nnc1-c1ccco1

Structures shown so far with a tert-butyl group (two):
S3 lipid droplet,S3 lipid droplet cell count max,SMILES
?,.,CC(C)(C)C1CCC2(CC1)NC(CO)(CO)CO2 (centres undefined)
-2%,8,CC(C)(C)C1C=C(Sc2ccccc2)C(=O)O1 (centres undefined)

Going on with the list.
S3 lipid droplet,S3 lipid droplet cell count max,SMILES
?,.,O=C(Nc1nnc(SCC(=O)N2CCCc3ccccc32)s1)c1cccc2ccccc12
?,.,CCc1ccccc1Nc1nc(N)nc(CSCC(=O)c2cc(C)n(C)c2C)n1
?,.,CCOC(=O)Cc1csc(NC(=O)c2ccc(S(=O)(=O)N3CCOCC3)cc2)n1
i,.,CCOC(=O)c1c(NC(N)=O)sc(C)c1C
-15%,0,O=C(NC1CCCCC1)Nn1c(-c2ccccc2)nc2ccccc2c1=O
?,.,CCn1c(SCC(=O)NCCc2ccccc2)nnc1-c1ccco1
?,.,FC(F)(F)C(Oc1nc(NC2CCCCC2)nc(N2CCOCC2)n1)C(F)(F)F
?,.,CC(C)CN1CCN=C1N(C)C
?,.,O=C1C2C3C=CC(C3)C2C(=O)N1Cc1ccccc1 (centres undefined)
0%,20,CC(C)(C)C(=O)Nc1nnc(SCC(=O)Nc2ccc3c(c2)OCO3)s1
5%,.,Cc1nc(C(=O)NNC(=O)c2ccccc2Cl)c(C(F)(F)F)o1
-1%,-1,Cc1cc(NC(=O)c2cc(CC(C)C)on2)n(-c2ccccc2)n1
-4%,8,CC(C)CNC(=O)CN1C(=O)NC2(CCCc3ccccc32)C1=O (centres undefined)
?,.,CCOC(=O)c1c(C)[nH]c(C(=O)CN2CCOCC2)c1C
16%,-28,Cc1cc(OCCN2CCC(Cc3ccccc3)CC2)ccc1[N+](=O)[O-]
?,.,O=C(NCc1ccco1)c1cccs1
?,.,CCC1CCCCN1C(=O)C(=O)c1cn(CC(=O)N(CC)CC)c2ccccc12 (centres undefined)
?,.,O=C(O)CC/C(=N\Nc1ccc(Cl)cc1)c1cccs1
i,-19,COC(=O)C1CCCN1C(=O)C12CC3CC(CC(C3)C1)C2 (centres undefined)
?,.,CC(=O)c1ccc(NC(=O)C(C)N2CCN(C/C=C/c3ccccc3)CC2)cc1 (centres undefined)
?,.,O=C(NCCc1ccc(Cl)cc1)c1cccnc1

Source: PubChem

A portion of the library (hit frequency here may not be typical).
